Bioassay records: PubChem, several laboratories
HTR1E antagonist: 5-HT1E (human) receptor antagonism; inhibition, % at 6 µM; AID 571; CHO 5-HT1E Ga15 NFAT-bla reporter, FRET, antagonist; 65,000 tested, 0.99% active; P28566;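 active means inhibition above a set limit, the mean inhibition across every tested compound plus 3 SD, cut at about 29% in these data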;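 further: signal is the 460 over 535 nm emission ratio of beta-lactamase substrate; 0% = agonist plus DMSO wells and 100% = wells without agonist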
S1P3 agonist: S1P3 (human) receptor agonism; Q99500; S1P3 NFAT-BLA reporter cells, FRET ratio; relative to 1 µM S1P, basal subtracted; activation, % at 4.5 µM; 60,000 tested, 0.1% active; AID 373;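 active means activation above the screen-wide mean plus 3 SD, cut at about 4.5% in these data, passing the limit was not always enough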; further: some compounds called inactive have numbers as strong as hits
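material = human S1P3 NFAT-BLA reporter CHO cells | schedule = 4 h compound at 37 °C, 2 h substrate at RT | measured by = fluorescent BLA substrate, ex 405 nm, em 460/535 nm ratio | controls = 1 µM S1P reference | replication = primary once, confirmation triplicate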
RORA act: activators of human nuclear receptor RORA | AID 560 | activation, % at 10 µM | P35398 | CHO-K1 Gal4-RORA LBD luciferase reporter, luminescence; percent increase over mock-subtracted basal signal | 65,000 tested, 1.5% active;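 active means activation above the mean of all tested compounds plus 3 SD, cut at about 49% in these data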;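 further: 0% = DMSO-treated RORA cells and 100% = added signal equal to DMSO minus mock-transfected cells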
Target sequence (P35398 whole entry, looked up, the tested form may be a part): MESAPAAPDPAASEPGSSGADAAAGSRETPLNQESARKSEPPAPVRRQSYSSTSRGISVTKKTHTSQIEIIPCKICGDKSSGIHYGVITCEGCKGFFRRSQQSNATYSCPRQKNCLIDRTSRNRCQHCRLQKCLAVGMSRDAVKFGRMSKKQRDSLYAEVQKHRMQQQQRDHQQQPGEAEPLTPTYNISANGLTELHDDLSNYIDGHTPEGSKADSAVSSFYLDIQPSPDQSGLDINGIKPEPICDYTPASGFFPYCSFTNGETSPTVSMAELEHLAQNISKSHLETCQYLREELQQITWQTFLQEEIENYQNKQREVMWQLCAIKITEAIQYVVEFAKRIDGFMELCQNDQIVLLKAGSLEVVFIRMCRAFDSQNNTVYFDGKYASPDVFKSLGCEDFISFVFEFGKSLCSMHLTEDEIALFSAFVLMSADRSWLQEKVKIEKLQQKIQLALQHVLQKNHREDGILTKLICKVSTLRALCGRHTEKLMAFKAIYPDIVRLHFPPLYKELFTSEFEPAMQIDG
SF-1 act: SF-1 (human) activation; Q13285; CHO-K1 Gal4-SF-1 LBD luciferase reporter; % increase over DMSO SF-1-specific signal; activation, % at 10 µM; 65,000 tested, 1.9% active; AID 522;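 active means activation above the mean activation of all tested compounds plus 3 SD, cut at about 50% in these data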
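Material: Transient Gal4-SF-1 LBD reporter, CHO-K1 | Input: 4,000 cells/well | Dosing: One dose, 10 µM compound, 1% DMSO | Incubation: 20 h compound treatment, 37 °C | Detection: SteadyLite luciferase luminescence | Evaluation: Percent activation relative to DMSO median and mock-transfected background | Benchmarks: DMSO-treated SF-1-transfected cells as negative, DMSO-treated mock-transfected cells lacking SF-1 as background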
5HT1E ag: activates the human 5-HT1E serotonin receptor | P28566 | CHO 5-HT1E Ga15 NFAT-bla reporter, FRET; 0% DMSO wells, 100% control agonist wells | 65,000 tested, 0.69% active | activation, % at 6 µM;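 active means activation above a set limit, the screen-wide mean activation plus 3 SD, cut at about 8.5% in these data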;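 further: 100% = positive control agonist at 1 µM giving full maximal response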
AP ELISA ortho: orthogonal test for alternative complement pathway inhibitors; Human serum alternative complement pathway, LPS-coated ELISA, C3 deposition; tested in compound mixtures; inhibition, % at 5 µM; 62,000 tested, 0.08% active; AID 1235;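 active means inhibition above 30% in each of the two pooled mixtures holding the compound, so the lower value exceeds 30%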;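 further: 0% = serum in Mg-EGTA without compound and 100% = EDTA serum blank; some compounds past the cut are filed as inactive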
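Medium: diluted human serum in Mg2+-EGTA GVB++. Assay system: human serum complement alternative pathway, C3 deposition onto LPS. Also added: Plate-bound LPS. Technique: Anti-C3 ELISA, OD 450 nm. Measure: percent inhibition. Incubation: 1 h at 37 °C. Dosing: 5 µM each compound, pools of ten, 50 µM per pool.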
S1P1 ag-PAM: agonists and agonism potentiators of human S1P1 receptor | P21453 | S1P1 CRE-bla cells, forskolin, beta-lactamase FRET, potentiator mode; S1P1 agonist co-added at EC20, 2 nM; 100% = saturating reference agonist, 0% = basal | activation, % at 9.5 µM | 56,000 tested, 0.57% active;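 active means activation above a cutoff set at the mean activation of all tested compounds plus 3 SD, cut at about 54% in these data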;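 further: forskolin at 4 µM as EC80 and the EC20 agonist is SEW2871; 100% = SEW2871 at its EC100 plus forskolin at EC80; some compounds past the cut are filed as inactive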
Ecoli tolC: blocks growth of E. coli BW25113 tolC mutant. growth inhibition, % at 10 µM (by protocol). 65,000 tested, 2.2% active. AID 573. OD615;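 active means growth inhibition at or above a cutoff equal to the mean over every tested compound plus 3 SD, cut at about 60% in these data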;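 further: growth measured after 20 h incubation at 37 °C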
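Test system: E. coli BW25113 ΔtolC::kan bacteria | Medium: Kanamycin-containing LB broth (50 µg/mL) | Dosing: One dose of 10 µM final | Times: 20 h incubation with compound, 37 °C | Detection: Optical density read at 615 nm | Read-out basis: Percent growth inhibition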
5HT1a antag: 5-HT1a (human) receptor antagonism; P08908; CHO 5-HT1a Ga15 NFAT-bla reporter, antagonist mode; inhibition, % at 10 µM; 62,000 tested, 0.68% active; AID 612;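 active means inhibition above the mean of all tested compounds plus 3 SD, cut at about 43% in these data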;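 further: receptor stimulated by 5-CT agonist at 100 nM near EC80; beta-lactamase reporter measured by ratiometric fluorescence of a cleavable substrate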
Numbers without * were called inactive; x = not tested or not shown.

SMILES	HTR1E antagonist	S1P3 agonist	RORA act	SF-1 act	5HT1E ag	AP ELISA ortho	S1P1 ag-PAM	Ecoli tolC	5HT1a antag
O=C(NCc1ccc2c(c1)OCO2)c1ccc(S(=O)(=O)NCC2CCCO2)cc1 (centres undefined)	-2.9	-1.5	-22.1	-11.6	-0.5	-1.2	4.0	6.2	-5.9
CN1CCC2(CC1)NC(=O)NC2=O	3.9	0.8	-4.2	-14.5	-0.7	9.0	4.7	-4.6	-3.5
CC(C)Cn1c2c(c(O)c(C(=O)Nc3nccs3)c1=O)CCCC2	-4.3	0.3	10.7	9.9	-0.6	6.0	-11.0	24.2	-1.1
O=C(CN1CCC(C(=O)c2ccc3c(c2)OCCO3)CC1)NC1CCCC1	-6.5	-1.0	0.0	0.4	0.0	-18.9	19.8	-5.0	-1.6
COc1cc2cc(CN(Cc3cccnc3)C(=O)NCc3ccccc3)c(=O)[nH]c2cc1OC	-0.6	-0.6	5.5	0.6	-1.6	16.9	9.8	-0.6	-8.1
COc1ccc(CNc2cc(C)ccc2C)c(OC)c1OC	3.4	-0.8	-8.9	-8.7	0.0	12.6	1.2	17.5	3.6
COc1ccc(-c2cc(C(=O)Nc3c(C)nn(Cc4ccc(Cl)cc4)c3C)no2)cc1	8.1	x	-9.3	-21.8	-0.3	16.3	x	9.7	10.0
C=C1C2(C(=O)NCc3ccco3)CCC(C2)C1(C)C (centres undefined)	5.0	-0.4	-0.8	10.3	0.3	11.5	x	-1.3	-3.7
CC(=O)NC(C)c1nc2ccccc2n1C(C)C (centres undefined)	2.2	-0.8	17.9	0.7	-1.5	6.0	5.6	-22.8	-5.5
CC(=O)c1cccc(N(C(=O)c2ccco2)C(C(=O)NC2CCCC2)c2ccncc2)c1 (centres undefined)	-10.6	0.4	-4.0	25.6	-0.1	8.4	-34.5	-16.4	-0.2
CCC(C)(C)n1nnnc1C(c1cc2cc(C)cc(C)c2[nH]c1=O)N1CCCC1 (centres undefined)	-2.5	0.0	25.1	29.5	0.0	15.3	-22.2	5.5	-13.6
O=C(NCCC1=CCCCC1)C1CCN(S(=O)(=O)c2cccc3nsnc23)CC1	8.5	-1.3	-15.9	2.2	0.3	10.7	-5.5	-17.8	5.5
COc1ccc(-c2nc(C#N)c(NCC3CCCO3)o2)cc1 (centres undefined)	-11.2	0.3	20.5	31.1	-0.5	5.4	6.5	-1.5	5.7
CCOC(=O)CSc1nnc(CNc2ccc(Cl)cc2)n1-c1ccccc1	6.8	-0.3	-2.1	-3.9	0.2	14.6	3.4	2.0	2.6
COc1ccc(NC(=O)c2ccc(N(C)S(C)(=O)=O)cc2)cc1OC	23.3	0.0	9.1	27.9	-0.5	-5.2	-0.5	-9.3	15.9
COC(=O)Nc1ccc(NC(C)=O)cc1	-1.9	-0.6	-35.6	5.4	0.0	-13.0	-15.1	-11.6	-3.8
CCSc1nnc(-c2cccs2)o1	2.1	-0.7	17.3	3.4	0.7	7.6	18.2	-12.4	-5.1
Nc1c(-c2ccc(Cl)cc2)nnn1-c1ccccc1	-4.6	x	86.8*	60.7*	1.3	17.1	x	-2.7	8.2
C/C(NCc1cccnc1)=C(\C#N)C(=O)NCc1ccccc1	-3.4	0.5	-3.9	-5.3	1.0	4.9	-16.1	-12.0	-4.7
CCc1cc2c(SCC(=O)c3cccs3)ncnc2s1	-3.9	0.0	35.7	18.2	1.1	-1.1	22.5	0.7	-5.2
NC(=O)CSc1nnc(-c2ccncc2)n1CCc1ccccc1	1.7	-0.2	34.4	-7.9	-1.1	23.3	-8.5	-3.6	-0.1
N=c1sccn1CC(=O)Nc1ccc(S(=O)(=O)N2CCOCC2)cc1	8.6	-0.1	-7.9	17.9	-0.1	1.3	19.4	-21.5	11.4
CN1CCN(C(=O)C2CC(=O)N(c3ccc(F)c(Cl)c3)C2)CC1 (centres undefined)	-4.8	-0.4	6.7	9.5	0.3	19.5	-20.5	-15.8	-14.8
CCc1c(C)nc2ncnn2c1N1CCC(C(=O)Nc2cccc(C(C)=O)c2)CC1	-9.6	-0.5	3.9	13.4	-0.4	3.2	-12.0	-14.8	39.1
O=C(NC1CCCCCC1)C1C2C=CC3(CN(Cc4cccnc4)C(=O)C13)O2 (centres undefined)	-6.8	-0.7	7.7	19.5	0.6	21.8	-25.6	-10.8	-14.2
CCOc1ccc(C2C(C(=O)O)c3ccccc3C(=O)N2CCN2CCOCC2)cc1 (centres undefined)	-11.0	-0.7	10.9	5.9	0.5	-16.2	-31.3	-3.2	-1.4
